Bioassay records (PubChem BioAssay)
STK33 inh: human STK33 kinase inhibition. ADP-Glo luminescence, MBP substrate. inhibition, % at 12.5 µM. 0.44% of 27,000 active. AID 2322; in the data active = inhibition above about 20%
Target sequence (Q9BYT3 whole entry, looked up): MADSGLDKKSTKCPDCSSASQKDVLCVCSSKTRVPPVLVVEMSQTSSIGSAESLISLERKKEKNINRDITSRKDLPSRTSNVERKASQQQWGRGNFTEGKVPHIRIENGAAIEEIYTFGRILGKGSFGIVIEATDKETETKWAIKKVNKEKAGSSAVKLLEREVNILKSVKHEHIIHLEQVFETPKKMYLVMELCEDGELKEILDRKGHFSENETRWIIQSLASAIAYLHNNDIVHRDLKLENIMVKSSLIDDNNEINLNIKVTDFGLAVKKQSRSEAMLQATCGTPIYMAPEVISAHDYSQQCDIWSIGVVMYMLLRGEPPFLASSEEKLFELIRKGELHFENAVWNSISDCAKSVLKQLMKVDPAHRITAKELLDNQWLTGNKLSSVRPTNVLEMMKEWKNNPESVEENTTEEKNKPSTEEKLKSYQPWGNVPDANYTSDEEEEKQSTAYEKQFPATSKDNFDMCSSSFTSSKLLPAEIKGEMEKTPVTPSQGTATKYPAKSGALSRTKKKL
p53 PUMA act: restores mutant p53 pathway signaling in SW480 cells; SW480 PUMA-promoter luciferase, p53 mutant reactivation; AID 624151; activation, % at 9.98 µM; 1.5% of 28,000 active; in the data active = activation above about 52%
Numbers without * were called inactive; x = no result given.

canonical_smiles | STK33 inh | p53 PUMA act
C[C@H]1CN([C@@H](C)CO)C(=O)Cc2cc(NC(=O)C3CC3)ccc2O[C@H]1CN(C)C(=O)Nc1ccccc1 | 1.1 | 2.1
COc1ccc(OC)c2c(C)cc(=O)[nH]c12 | x | -0.6
COc1ccc(/C=C/c2cc(OC)cc3c2CCC(C)(C)O3)cc1 | -1.8 | 14.4
C[C@H](CO)N1C[C@H](C)[C@H](CN(C)CC2CCCCC2)Oc2ccc(NS(=O)(=O)c3cn(C)cn3)cc2C1=O | -2.9 | x
C[C@@H]1CN([C@@H](C)CO)C(=O)c2cccc(NC(=O)c3ccncc3)c2O[C@H]1CN(C)C(=O)Nc1cccc2ccccc12 | x | -9.2
CN1C(=O)c2cccc3c(S(=O)(=O)Nc4ccc(O)c(C(=O)O)c4)ccc1c23 | x | -8.1
CO[C@H]1O[C@H](CO)[C@@H](OC(=O)Nc2ccc3c(c2)OCO3)[C@@H]2OC(=O)[C@@H](Cc3ccccc3)C/C=C/C[C@H](Cc3ccccc3)C(=O)O[C@@H]12 | 2.9 | x
C[C@H]1CN([C@@H](C)CO)C(=O)Cc2cc(NC(=O)c3ccncc3)ccc2O[C@@H]1CN(C)Cc1ccc(Cl)c(Cl)c1 | 0.1 | x
CCn1c(SCC(=O)Nc2ccccc2F)nnc1-c1ccc(Br)cc1 | -1.8 | 2.9
C[C@@H]1CN([C@@H](C)CO)C(=O)CCCn2nncc2CO[C@@H]1CN(C)S(=O)(=O)c1cccs1 | -1.3 | 3.2

Reprinted from the part before: 2 entries; new compounds follow.
canonical_smiles | STK33 inh | p53 PUMA act
CCn1c(SCC(=O)Nc2ccccc2F)nnc1-c1ccc(Br)cc1 | -1.8 | 2.9
C[C@@H]1CN([C@@H](C)CO)C(=O)CCCn2nncc2CO[C@@H]1CN(C)S(=O)(=O)c1cccs1 | -1.3 | 3.2
C[C@H](CO)N1C[C@H](C)[C@H](CN(C)S(=O)(=O)c2cn(C)cn2)Oc2ccc(NS(=O)(=O)c3cn(C)cn3)cc2C1=O | -0.5 | 17.0
O=S(=O)(NCc1ccc(Cl)cc1)c1cnc[nH]1 | x | 3.9
Cc1noc(C)c1NC(=O)Nc1ccc2c(c1)C(=O)N([C@H](C)CO)C[C@H](C)[C@H](CN(C)Cc1ccc3c(c1)OCO3)OCCCC[C@@H](C)O2 | -0.7 | x
C[C@H]1CN([C@@H](C)CO)C(=O)CCCn2nncc2CO[C@H]1CN(C)Cc1cccc(C(=O)O)c1 | -4.1 | x
Cc1cc(N(CC(=O)Nc2ccc(F)cc2F)S(C)(=O)=O)ccc1Br | 0.2 | -1.5
C[C@@H]1CN([C@H](C)CO)C(=O)Cc2cc(NS(=O)(=O)c3ccccc3)ccc2O[C@H]1CN(C)C(=O)Nc1cccc2ccccc12 | -2.1 | -6.0
COc1ccc(NC(=O)Nc2ccc3c(c2)C(=O)N([C@@H](C)CO)C[C@H](C)[C@H](CN(C)Cc2ccc(C(=O)O)cc2)O3)cc1 | x | -0.9
C[C@@H]1CN([C@@H](C)CO)C(=O)Cc2cc(NC(=O)Nc3ccccc3)ccc2O[C@H]1CN(C)C(=O)Nc1ccccc1 | x | 10.6
C[C@@H]1CCCCO[C@@H](CN(C)C)[C@H](C)CN([C@H](C)CO)C(=O)c2cc(NC(=O)c3ccccc3)ccc2O1 | x | -0.1
C[C@@H]1CN([C@@H](C)CO)C(=O)c2cc(NC(=O)Nc3ccc4c(c3)OCO4)ccc2O[C@@H]1CN(C)C(=O)Nc1ccc(F)cc1 | x | -18.9
CC(C)NC(=O)Nc1ccc2c(c1)C(=O)N([C@H](C)CO)C[C@H](C)[C@H](CN(C)C(=O)Nc1cccc3ccccc13)OCCCC[C@@H](C)O2 | 1.9 | x
CCOC(=O)CSc1n[nH]c(-c2ccc(Cl)cc2)n1 | -3.9 | 20.3
COCCn1c(-c2ccccc2)nc(=S)c2c1CC(C)(C)OC2 | x | 3.7
COC(=O)[C@H]1COC(c2ccc(OCCCO)cc2)=N1 | 2.9 | x
C=Cc1cncc2c(=O)n3c(cc12)-c1[nH]c2ccccc2c1CC3 | 14.9 | x
CC(C)NC(=O)N(C)C[C@H]1Oc2ccc(NC(=O)C3CC3)cc2C(=O)N([C@H](C)CO)C[C@H]1C | x | -7.0
COc1ccccc1C1CC(c2ccc(C)cc2)=NN1C(=O)CCC(=O)O (centres undefined) | -0.2 | -15.2
COC(=O)c1ccccc1NC(=O)Cc1coc2cc(C)cc(C)c12 | -1.5 | 3.3
COC(=O)c1cc(OC)c(OC)cc1NC(=O)COc1ccc(OC)cc1 | -1.4 | -2.7
CCn1c(SCC(=O)Nc2ccc(Br)cc2)nnc1-c1ccccc1 | -0.5 | -8.2
Cc1cccc(CN(C)C[C@@H]2OCc3cnnn3CCCC(=O)N([C@H](C)CO)C[C@@H]2C)c1 | -0.9 | x
CCCNC(=O)N(C)C[C@H]1Oc2cc(C#CCN(C)C)ccc2S(=O)(=O)N([C@@H](C)CO)C[C@H]1C | x | 8.7
C[C@H](CO)N1C[C@H](C)[C@@H](CN(C)C)OCCCC[C@H](C)Oc2ccc(NS(=O)(=O)c3cccs3)cc2C1=O | x | 3.5
COc1ccc(S(=O)(=O)N(C)C[C@@H]2Oc3c(NS(=O)(=O)c4ccccc4)cccc3C(=O)N([C@H](C)CO)C[C@@H]2C)cc1 | x | -6.5
O=C(COc1ccc(C(=O)Nc2ccccc2Cl)cc1)Nc1ccc(Oc2ccccc2)cc1 | -0.5 | 46.3
CCCNC(=O)N(C)C[C@@H]1Oc2ncc(C#CCC3CCCC3)cc2C(=O)N([C@H](C)CO)C[C@H]1C | x | 9.4
C[C@H](CO)N1C[C@H](C)[C@H](CN(C)C(=O)Nc2ccccc2)Oc2ccc(NS(=O)(=O)c3ccccc3)cc2CC1=O | -1.7 | 7.1
C[C@@H]1O[C@@H](O[C@H]2[C@@H]3C=CO[C@@H](O[C@@H]4O[C@H](CO)[C@@H](O)[C@H](O)[C@H]4O)[C@@H]3[C@@]3(CO)O[C@@H]23)[C@H](OC(=O)/C=C/c2ccc(O)c(O)c2)[C@H](O)[C@H]1O | -5.4 | -36.1
C[C@@H]1O[C@H]2Oc3c(-c4ccc(O)c(O)c4)oc4cc(O)c(c(O)c4c3=O)-c3cc(ccc3O)/C=C\C(=O)OC[C@H]3O[C@@H](O[C@H]([C@H]1O)[C@H]2O)[C@H](O)[C@@H](O)[C@@H]3O | 0.4 | -2.6
CCOC(=O)c1csc(N)n1 | -0.6 | x

Full records, looked up by structure. Order of screens: STK33 inh, p53 PUMA act
C[C@H](CO)N1C[C@H](C)[C@@H](CN(C)C)OCCCC[C@H](C)Oc2ccc(NS(=O)(=O)c3cccs3)cc2C1=O in the list: x, 3.5
O=C(COc1ccc(C(=O)Nc2ccccc2Cl)cc1)Nc1ccc(Oc2ccccc2)cc1 in the list: -0.5, 46.3

(cont.)
canonical_smiles | STK33 inh | p53 PUMA act
CC(C)CC#Cc1ccc2c(c1)O[C@@H](CN(C)Cc1ccccc1F)[C@@H](C)CN([C@H](C)CO)S2(=O)=O | x | -9.2
CCN(CC)C(=O)N1CCN(C)CC1 | 0.3 | -11.2
C[C@H](CO)N1C[C@H](C)[C@H](CN(C)Cc2ccc(C(=O)O)cc2)Oc2ccc(NC(=O)Nc3ccc4c(c3)OCO4)cc2C1=O | -0.2 | 15.8
COc1cc(NC(=O)c2cnn3c(C(F)(F)F)cc(-c4ccco4)nc23)c(OC)cc1Cl | 2.1 | -5.2
O=c1c(O[C@@H]2O[C@H](CO)[C@@H](O)[C@H](O)[C@H]2O)c(-c2ccc(O)c(O)c2)oc2cc(O)cc(O)c12 | 1.2 | -4.3
COc1ccc(C#Cc2ccc3c(c2)[C@]2(C(=O)N3)[C@H](C(N)=O)[C@H]3C(=O)O[C@H](c4ccccc4)[C@H](c4ccccc4)N3[C@@H]2c2ccc(O)cc2)cc1 | 9.4 | x
C[C@@H]1CN([C@@H](C)CO)C(=O)c2cc(-c3cccc(C#N)c3)cnc2O[C@@H]1CN(C)Cc1cccnc1 | x | -3.6
CC(C)CC#Cc1cnc2c(c1)C(=O)N([C@@H](C)CO)C[C@H](C)[C@@H](CN(C)Cc1cccc(F)c1)O2 | x | -2.9
Clc1ccc2nc(-c3cccnc3)c(Nc3ccccc3)n2c1 | x | -5.4
Cc1cc(NC(=O)CN(c2c(C)cccc2C)S(C)(=O)=O)ccc1Br | 1.0 | -12.3
Cc1ccc(NC(=O)CSc2nnc(-c3ccncc3)o2)cc1C | -1.2 | 20.8
COc1ccc(NC(=O)N(C)C[C@H]2Oc3ncc(C4=CCCC4)cc3C(=O)N([C@H](C)CO)C[C@H]2C)cc1 | x | 11.4
C[C@@H]1CN([C@@H](C)CO)C(=O)c2cccc(NS(=O)(=O)c3ccc(Cl)cc3)c2O[C@@H]1CN(C)C(=O)Nc1ccc(C(F)(F)F)cc1 | x | -31.8
COc1ccccc1NC(=O)CSc1nc2ccc([N+](=O)[O-])cc2[nH]1 | 0.7 | 10.3
C[C@@H]1CCCCO[C@H](CN(C)C(=O)Nc2cccc3ccccc23)[C@@H](C)CN([C@H](C)CO)C(=O)c2cc(NC(=O)C3CCCCC3)ccc2O1 | 4.7 | -7.7
CCOc1ccc(C(Nc2cccc(C)n2)c2ccc3ccc(C)nc3c2O)cc1 (centres undefined) | 6.2 | -7.9
COC(=O)c1c(NC(=O)Cc2ccccc2[N+](=O)[O-])sc2c1CCCC2 | 5.7 | -8.2
C[C@@H]1CN([C@H](C)CO)C(=O)c2cc(NS(=O)(=O)c3cn(C)cn3)ccc2O[C@@H]1CN(C)S(C)(=O)=O | -1.1 | x
CC(C)OC(=O)N(C)C[C@H]1OCc2cnnn2CCCC(=O)N([C@@H](C)CO)C[C@@H]1C | 3.4 | 28.1
C=C1C(=O)O[C@@H]2C[C@H](C)[C@@H]3CC(=O)C(C)=C3C[C@H]12 | -3.8 | x
C[C@H]1CN([C@@H](C)CO)C(=O)c2cc(NC(=O)CCN3CCOCC3)ccc2O[C@@H]1CN(C)Cc1ccncc1 | -1.2 | x
COc1ccccc1N1CCN(CCn2c(=O)[nH]c3c([nH]c4ccccc43)c2=O)CC1 | 2.2 | x
C=C1C2(C)OC(=O)C34OC2C2=C(CO)C5(CCC2(C)C13C(=O)OC4C)C(O)CC(=O)OC5(C)C (centres undefined) | -3.8 | -1.2
O=c1cc(-c2ccccc2)oc2cc(O)ccc12 | 16.5 | 76.5*
O=C(O)CNc1ncnc2oc(-c3ccccc3)c(-c3ccccc3)c12 | 43.4* | 8.5
O=C(Cn1nc(-c2cccc([N+](=O)[O-])c2)c2ccccc2c1=O)NCC1CCCO1 (centres undefined) | -0.4 | -10.6
COc1ccc(S(=O)(=O)Nc2ccc3c(c2)CC(=O)N([C@@H](C)CO)C[C@H](C)[C@@H](CN(C)C(=O)Nc2ccc(F)cc2)O3)cc1 | 0.3 | x
COc1ccc(NC(=O)Nc2ccc3c(c2)CC(=O)N([C@@H](C)CO)C[C@H](C)[C@@H](CN(C)Cc2ccc(Oc4ccccc4)cc2)O3)cc1 | 4.0 | x
Cc1noc(C)c1S(=O)(=O)N(C)C[C@@H]1Oc2c(NS(=O)(=O)c3cccs3)cccc2C(=O)N([C@H](C)CO)C[C@@H]1C | x | -1.4
Cc1ccc(OCC(=O)Nc2cccc3ncccc23)c(C)c1 | 0.3 | 7.3
O/N=C/c1ccc(Cl)s1 | x | 2.6
Cc1cccc(CN(C)C[C@@H]2OCc3cn(nn3)CCCC(=O)N([C@@H](C)CO)C[C@@H]2C)c1 | 1.9 | x
C[C@@H]1CN([C@H](C)CO)S(=O)(=O)c2ccc(Br)cc2O[C@H]1CN(C)Cc1cncnc1 | x | 8.9
Cc1nnc(SCC(=O)Nc2ccc(OC(F)(F)F)cc2)s1 | -4.4 | 0.5
COc1ccc([Si](C)(C)[C@H]2[C@H](CC(=O)N3Cc4ccccc4C[C@H]3CO)O[C@@]3(C(=O)N(C)c4c(Br)cc(C)cc43)[C@@H]2C)cc1 | -1.6 | x
COC(=O)c1ccccc1NC(=O)c1c(NC(=O)CN2CCCCCC2)sc2c1CCC2 | -7.2 | -15.4
CS(=O)(=O)N(CC(=O)Nc1ccccc1-c1ccccc1)c1ccc(Cl)cc1 | 1.6 | -9.1
Cc1noc(C)c1C(=O)N(C)C[C@H]1OCc2ccccc2-c2ccccc2C(=O)N([C@@H](C)CO)C[C@@H]1C | x | 0.3
CC1=[N+]([O-])C(C)(C)C(c2ccc(Cl)cc2)=[N+]1[O-] | 1.4 | x
C[C@@H]1CN([C@H](C)CO)C(=O)CCCn2cc(nn2)CO[C@H]1CN(C)S(=O)(=O)c1cccs1 | 2.8 | -3.5
C[C@H]1CN([C@@H](C)CO)C(=O)c2cccc(NC(=O)c3ccc(-c4nccs4)cc3)c2O[C@@H]1CN(C)C(=O)NC1CCCCC1 | x | -3.2
COc1ccc(CN(C)C[C@@H]2Oc3ccc(NC(=O)Nc4ccc5c(c4)OCO5)cc3C(=O)N([C@@H](C)CO)C[C@H]2C)cc1 | x | -0.6
CC(C)NC(=O)N(C)C[C@@H]1OCCCC[C@@H](C)Oc2ccc(NC(=O)c3ccncc3)cc2C(=O)N([C@@H](C)CO)C[C@H]1C | x | -2.0
C[C@H]1CN([C@@H](C)CO)C(=O)c2cccc(NC(=O)Nc3cccc4ccccc34)c2O[C@H]1CN(C)CC1CC1 | x | 2.2
C[C@H]1CN([C@@H](C)CO)C(=O)Cc2cc(NC(=O)Nc3cccc4ccccc34)ccc2O[C@@H]1CN(C)S(=O)(=O)c1ccccc1 | 1.5 | x
COc1ccc(C(=O)O[C@H]2CC(C)=CC[C@]3(C)[C@@H]2[C@](O)(C(C)C)C[C@@H]3O)cc1 | -5.2 | -5.7

An excerpt. The share of hits here may be higher or lower than overall.
